TAG inh: reduces triacylglycerol accumulation in H9c2 cells; inhibition, % at 12.5 µM; 230,000 compounds, 0.66% hits; Nile Red lipid (TAG) fluorescence; cells loaded with 200 µM oleic acid;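 active = pattern-corrected inhibition of lipid staining of at least 50% with the nuclear-stain viability signal not falling by more than 50%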;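 note: 0% = DMSO wells and 100% = triacsin C control wells; some results filed as inactive read as strong as hits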
TAG inh DAPI viability: second read-out of TAG inh, no call of its own (marks repeat the call); DAPI nuclei signal change (viability), lower = more cytotoxic, %;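 whole-well DAPI fluorescence read on a plate reader as a viability signal; minus 50 percent equals half of cells still viable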
* marks the source's active call; other numbers are inactive results.

SMILES	TAG inh	TAG inh DAPI viability
N#Cc1ccc(C(=O)N2CCCCC2c2cc(C(=O)NCc3ccccc3)no2)cc1 (configuration not stated)	-9	2
C=CCONC(=O)c1cc(OCC(F)(F)F)ccc1OCC(F)(F)F	-1	1
O=C(Cc1ccc([N+](=O)[O-])cc1)c1ccc(O)cc1O	-3	1
Cc1nnc(SCc2nc3scc(-c4ccccc4)c3c(=O)[nH]2)s1	11	-10
N#Cc1ccccc1NC(=O)C1CCCO1 (configuration not stated)	5	-11
COc1ccc(/C=N/n2cnc3c([nH]c4ccc(F)cc43)c2=O)cc1CSc1ccccn1	49	-14
O=C(C=Cc1ccc2c(c1)OCO2)OCC=Cc1ccc2c(c1)OCO2	9	-1
Cc1ccc(/C=C/S(=O)(=O)N2CCC(C(=O)O)CC2)cc1	16	-10
O=C(c1ccc(S(=O)(=O)N2CCCCC2)cc1)N1CCCc2ccccc21	-6	-9
O=C(CN(Cc1cccs1)C(=O)CCC(=O)Nc1ccccn1)NCc1ccccc1	0	-5

Another view of some results above:
Under each structure – TAG inh	TAG inh DAPI viability
O=C(C=Cc1ccc2c(c1)OCO2)OCC=Cc1ccc2c(c1)OCO2
 : 9	-1
N#Cc1ccccc1NC(=O)C1CCCO1 (configuration not stated)
 : 5	-11
COc1ccc(/C=N/n2cnc3c([nH]c4ccc(F)cc43)c2=O)cc1CSc1ccccn1
 : 49	-14

Quoted from the listing (6 entries):
SMILES	TAG inh	TAG inh DAPI viability
N#Cc1ccc(C(=O)N2CCCCC2c2cc(C(=O)NCc3ccccc3)no2)cc1 (configuration not stated)	-9	2
C=CCONC(=O)c1cc(OCC(F)(F)F)ccc1OCC(F)(F)F	-1	1
O=C(Cc1ccc([N+](=O)[O-])cc1)c1ccc(O)cc1O	-3	1
Cc1nnc(SCc2nc3scc(-c4ccccc4)c3c(=O)[nH]2)s1	11	-10
N#Cc1ccccc1NC(=O)C1CCCO1 (configuration not stated)	5	-11
COc1ccc(/C=N/n2cnc3c([nH]c4ccc(F)cc43)c2=O)cc1CSc1ccccn1	49	-14

(continued)
SMILES	TAG inh	TAG inh DAPI viability
Nc1nnc(SCC(=O)N2CCc3ccccc32)n1-c1ccccc1	18	-20
CCCN1CCC(=O)N([C@H](CSc2ccccc2)Cc2ccccc2)CC1	-11	12
CCC/C(=N\NC(=O)C1CC1)c1ccccc1	-8	1
CC(=O)Nc1ccccc1NC(=O)c1cccc2ccccc12	0	1
O=C(NCCCN1CCOCC1)c1cc2c(=O)[nH]c3ccccc3c2s1	13	32
Cc1cc2nc3c(c(C(F)(F)F)n2n1)CCCC3	0	-12
O=C(COc1ccc(Cl)cc1Cl)Nc1ccc(-c2ccc(N3CCOCC3)nn2)cc1	5	5
COc1ccc(CN(Cc2cc3cccc(C)c3[nH]c2=O)C(=O)N(C)C)cc1	-15	2
COCCn1c(SCC(=O)NCCCN2CCCC2=O)nc2ccccc2c1=O	11	-5
O=C(CN1C(=O)CCS(=O)(=O)c2ccccc21)NCc1ccc2c(c1)OCO2	-2	0
Cc1ccccc1OCC1Cn2c(nc3c2c(=O)n(C)c(=O)n3C)O1 (configuration not stated)	-13	5
CCOC(=O)/C(=C/C=C1\Sc2cc(OCC)c(OCC)cc2N1CC)C(C)=O	-84	-3
C[n+]1ccccc1/C=C/c1ccc2ncccc2c1	-3	-2
Cc1ccc(CONC(=O)/N=C/N(C)C)cc1	-5	14
CCN(CC(=O)Nc1c(F)cccc1F)C(=O)CNC(=O)C1CCCCC1	-1	1
O=C(CNC(=O)c1ccc2c(c1)OCO2)NCCOc1ccc(Cl)cc1	-4	-3
Cc1ccc(C(=O)NCC(c2ccco2)N2CCc3ccccc3C2)cc1C (configuration not stated)	-6	2
CN(c1ccc(OCC(=O)NCCc2ccccc2)cc1)S(=O)(=O)c1ccc(Cl)cc1	-22	-6
Cc1ccc(CN(C(=O)Cn2nnc3ccccc32)C(C(=O)NCc2ccco2)c2ccc(C)o2)cc1 (configuration not stated)	8	-5
C/C(=N\O)C(=O)NCC1CCNCC1	-7	-8
COc1ccc(NC(=O)Cn2nnc(-c3ccccc3)c2COc2ccc(C(C)=O)cc2)cn1	-12	9
O=C(NC1(Cc2ccccc2)CCN(CCCc2ccccc2)C1=O)c1ccccc1 (configuration not stated)	-7	7
Nn1c(SCc2csc(-c3ccccc3)n2)nnc1-c1cccs1	-3	67
Cc1ccc(NC(=O)CSc2nccn(-c3ccc4c(c3)OCCO4)c2=O)cc1	4	6
O=C(O/N=C\c1ccc(N2CCCCC2)c([N+](=O)[O-])c1)c1cccc(Cl)c1	3	1
O=C1C2C3C=CC(CC3)C2C(=O)N1c1ccc(Cl)cc1Cl (configuration not stated)	1	0
CN1CCN(CCC(=O)Nc2ccc(Br)cc2)CC1	9	-14
CN=C1SC(CC(=O)Nc2ccc(C(C)=O)cc2)C(=O)N1C (configuration not stated)	-4	2
O=C(CCCn1c(=O)[nH]c2ccccc2c1=O)Nc1ccc(F)cc1	8	-11
CC(C)OC(=O)Cn1nc(C(c2ccccc2)c2ccccc2)oc1=O	-11	-5
Cc1oc(CC(C)C)c(CN2CCCC2)c1C(=O)O	16	-3
COC(=O)c1ccc(N=C2SCC(=O)N2C)cc1	2	-2
O=[N+]([O-])c1ccc(C2=CSC3=NCCN23)cc1	-3	2
COc1ccc(C(=O)Nc2ccc(S(=O)(=O)Nc3nccnc3OC)cc2)cc1	-3	-7
COc1cccc(OCC(=O)NNC(=O)C(=O)Nc2cccc(C)c2)c1	2	12
CCOC(=O)c1cnc(-n2nc(C)cc2C)[nH]c1=O	-5	2
Cc1cc(Br)ccc1NC(=O)CN(C)C(=O)CNC(=O)Cc1ccccc1	25	-8
Cc1ccccc1-c1nnn(Cc2ccc(-c3nn[nH]n3)cc2)n1	2	-11
Cc1ccc(NC(=O)C(C)N2C(=O)c3ccccc3S2(=O)=O)cc1Cl (configuration not stated)	27	4
O=C(NNC(=O)C1CCC1)c1ccc(Br)cc1	9	2
COCCSc1ccccc1C(=O)N1CCC(Cc2ccccc2)CC1	-19	3
O=C(N/N=C/c1ccc[nH]1)c1cccc(Br)c1	-4	13
OCCCCNCc1cc(Br)ccc1OCc1ccccc1F	-23	22
CCc1nc(NC2CCCCC2)c(C#N)c2c1COC(C)(C)C2	10	-8
NS(=O)(=O)c1ccc(CNC(=O)CSc2nc3ccc(Cl)cc3[nH]2)cc1	-3	-3
Cc1cccc(N2CCN(C(=O)c3ccc(N4CCCC4=O)cc3)CC2)c1C	0	-7
O=C(NCc1ccncc1)c1cncc(Br)c1	-15	5
O=C1CSC(c2cccnc2)N1c1ccc(F)cc1 (configuration not stated)	1	-5
CSc1nc(SCC(N)=O)c2c3c(sc2n1)CN(C)CC3	-3	-4
CC1=C(C(=O)Nc2ccccn2)C(c2ccc(Cl)cc2Cl)NC(=S)N1 (configuration not stated)	-5	9
Next structures follow.
SMILES	TAG inh	TAG inh DAPI viability
O=C(c1ccc(Cl)cc1)c1ccc(CN2C(=O)c3ccccc3C2=O)o1	-8	0
CC(C)N1CSC(=S)N(Cc2ccccc2)C1	69*	-42*
COc1ccc(-c2csc(NC(=O)c3cccs3)c2C(=O)O)cc1OC	5	0
CCC(=O)NCCNc1nc2cc(C)c(C)cc2cc1C#N	-19	12
O=C(O)COCC(=O)N1CCN(C(c2ccccc2)c2ccccc2)CC1	10	-8
CCOC(=O)C1(Cc2cccc(OC)c2)CCN(C(C)CC(C)(C)O)CC1 (configuration not stated)	-9	-2
CCOCCCNc1ncnc2c1[nH]c1ccccc12	-29	-7
COCCn1c(=NC(=O)CCS(=O)(=O)c2ccccc2)sc2cc(F)ccc21	0	0
COC(=O)Nc1nn(-c2ccc(Cl)cc2)c(=O)c(C#N)c1C	8	0
Cc1ccccc1Nc1nc(N)nc(CSc2nc3ccccc3c(=O)n2C)n1	-11	14
COc1ccc(S(=O)(=O)O/N=C2\CCCc3ccccc32)cc1	-2	-2
CCc1sc(NC(=O)CN2CCC(C(N)=O)CC2)nc1-c1ccccc1	9	-5
Cc1cccc(C(=O)NNC(=O)C2CCCCC2)c1O	-11	-12
CC1C/C(=N/N2C(=O)CSC2=S)CC(C)(C)C1 (configuration not stated)	-6	-4
O=C(c1ccc(NS(=O)(=O)c2cccc3cccnc23)cc1)N1CCCCC1	-3	0
O=[N+]([O-])c1cccc(S(=O)(=O)Nc2ccc(-c3ccc(N4CCOCC4)nn3)cc2)c1	12	-8
O=C(Cc1cccc2ccccc12)Nc1ccccc1Br	-6	-2
CCOC(=O)Cn1cnc2c(sc3nc(C)cc(C)c32)c1=O	9	-9
CCCNC(=O)NC(=O)COC(=O)c1ccc(OC)c(S(=O)(=O)N2CCCc3ccccc32)c1	4	-2
CCCc1cc(C(=O)Nc2cccnc2Cl)no1	-6	14
COc1ccccc1CNS(=O)(=O)c1ccc2c(c1)oc(=O)n2C	-4	-19
CC1CCCC(C)N1C(=O)c1ccc(S(=O)(=O)N2CCCC2)cc1 (configuration not stated)	8	-1
Cc1ccc(S(=O)(=O)N2CCOCC2)cc1C(=O)OCC(=O)c1ccc[nH]1	1	-3
O=C(CC1SCCNC1=O)Nc1ccc(Cl)c(Cl)c1 (configuration not stated)	15	0
CCC(C)(C)NC(=O)C(c1ccc(C)o1)N(Cc1cccs1)C(=O)Cn1nnc2ccccc21 (configuration not stated)	3	-6
Nc1nc(-c2ccccc2Cl)cs1	0	2
C[C@H](CO)N1C[C@H](C)[C@H](CN(C)C(=O)Nc2cccc(F)c2)Oc2cc(C#CC3(O)CCCC3)ccc2S1(=O)=O	-9	-2
O=C(C1CCCO1)N1CCN(S(=O)(=O)c2ccc(F)cc2)CC1 (configuration not stated)	2	2
CCOc1c2ccc(C(=O)NCc3cc(C(F)(F)F)cc(C(F)(F)F)c3)cc2nn1CCOC	-11	7
CC1CN(C(=O)Nc2ccc3snnc3c2)c2ccccc21 (configuration not stated)	-7	6

Some of the entries so far, as labelled records.
CCOc1c2ccc(C(=O)NCc3cc(C(F)(F)F)cc(C(F)(F)F)c3)cc2nn1CCOC
- TAG inh: -11
- TAG inh DAPI viability: 7
CC1CN(C(=O)Nc2ccc3snnc3c2)c2ccccc21 (configuration not stated)
- TAG inh: -7
- TAG inh DAPI viability: 6
CC1CCCC(C)N1C(=O)c1ccc(S(=O)(=O)N2CCCC2)cc1 (configuration not stated)
- TAG inh: 8
- TAG inh DAPI viability: -1
CCC(C)(C)NC(=O)C(c1ccc(C)o1)N(Cc1cccs1)C(=O)Cn1nnc2ccccc21 (configuration not stated)
- TAG inh: 3
- TAG inh DAPI viability: -6

Next section
SMILES	TAG inh	TAG inh DAPI viability
COc1ccccc1C(=O)NCCNc1nc2cc(C)cc(C)c2cc1C#N	-5	5
COc1cc(C)c(Cl)cc1S(=O)(=O)NCc1ccco1	-20	-8
CCN(CC)C(=O)C1=C(C)N(Cc2ccc(F)cc2)C(=O)C(CC(=O)NCCc2ccccn2)C1 (configuration not stated)	11	-7
CC(=O)c1cccc(NS(=O)(=O)N(C)C)c1	-1	2
CCOCCCNC(=O)Cc1ccc(Br)cc1	8	38
O=C(COC(=O)/C=C/c1ccccc1Cl)NC(=O)NCc1ccccc1	6	0
Cc1ccc(C2C=C(c3ccccc3OC(F)F)Nc3ncnn32)cc1 (configuration not stated)	-4	5
CCCn1c(N)c(N(CCOC)C(=O)c2ccc(S(=O)(=O)N3CCOCC3)cc2)c(=O)[nH]c1=O	-10	-6
COc1cc(OC)c(C(=O)Nc2cccc(C(C)=O)c2)cc1OC	18	-6
COc1ccc(OCC(=O)N2c3ccccc3CC2C)c([N+](=O)[O-])c1 (configuration not stated)	0	-3
O=C(CCn1nc(-c2ccc(Cl)cc2)ccc1=O)NCc1ccccn1	-1	1
CN(C)c1ccc(NC(=O)CN2CCN(S(=O)(=O)c3cc(Cl)ccc3Cl)CC2)cc1	9	-8
O=C(NCc1ccccc1CN1CCCC1)C1CCN(S(=O)(=O)c2ccc(F)c(F)c2)CC1	-4	11
Cc1cnc(C)c(N2CCN(Cc3nc(-c4cccc(F)c4F)oc3C)CC2)n1	-11	8
CCC/S(C)=N/S(=O)(=O)c1ccc(C)cc1 (configuration not stated)	-7	3
CC(Sc1nnc2ccccn12)C(=O)Nc1ncc(Cl)cc1Cl (configuration not stated)	-3	-6
Clc1ccccc1-c1ccc2ncnc(NCc3ccc4c(c3)OCO4)c2c1	-6	4
CCN(C(=O)C1CCN(S(=O)(=O)c2ccc3c(c2)oc(=O)n3C)CC1)c1cccc(C)c1	-15	0
O=C(Nc1ccc(OC(F)(F)F)cc1)Oc1ccccc1N1CCOCC1	0	3
COC(=O)COc1ccc(S(=O)(=O)Nc2cc([N+](=O)[O-])ccc2C)cc1	-8	4
Cc1ccc(C(=O)OCCN2CCN(c3ncc(C(F)(F)F)cc3Cl)CC2)cc1	-13	60
CN(C)CCn1c2c(c(SCC(=O)Nc3ccccc3C(F)(F)F)nc1=O)CCCC2	-3	-1
Cn1c(N)c(C(=O)COC(=O)CCCc2nc3ccccc3s2)c(=O)n(C)c1=O	-1	5
O=C(COC(=O)CCSc1ccccc1)Nc1ccccc1	10	0
CCOC(=O)C(CC)Sc1nc2c(c(=O)[nH]c(=O)n2C)n1C/C=C(/C)Cl (configuration not stated)	-13	-10
O=C(O)COc1ccccc1C=NNc1ccc([N+](=O)[O-])cc1S(=O)(=O)Nc1ccc(Cl)cc1	5	5
Cc1ccc(-c2csc(C(C#N)=C(O)CN3CCN(C(=O)c4ccco4)CC3)n2)cc1	-6	8
CCCC(=O)NC(c1ccccc1OC)c1ccc2cccnc2c1O (configuration not stated)	74	-72
Cc1cc(S(=O)(=O)NCCc2ccccc2)c(C)s1	-10	-8
NC(=O)COC(=O)C(Cc1ccccc1)NS(=O)(=O)c1ccccc1F (configuration not stated)	-5	3
O=C(Nc1ccc(Oc2ccc(Cl)cc2)c(Cl)c1)c1cc(I)cc(I)c1O	-3	-2
O=C1Nc2ccccc2CCc2ccccc21	-11	-5
Cc1c(C(=O)Nc2ccc(Cl)cc2)c2ccccn2c1C(=O)c1ccccc1	12	5
O=C(NCc1ccccc1Cl)c1csc2c1CCCCC2	5	2
O=C(c1cc(Sc2ccc(Cl)cc2)nc2ccccc12)N1CCN(c2ccccn2)CC1	-13	10
CC(=O)Nc1ccc(-c2csc(-c3cccnc3)n2)cc1	8	-5

These rows are one share of the data (hit frequency here may not be typical).
